Kir21 block: blocks the mouse Kir2.1 inward-rectifier potassium channel; HEK293-Kir2.1, FluxOR thallium flux fluorescence; stronger effect = lower value; B-score at 10 µM; 310,000 tested, 0.85% active; P35561;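 active means fluorescence ratio B-score at or below minus 3 SD of library scores, with starting-brightness B-score within 2 SD, cut at about -4.2 in these data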;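 further: channel flux triggered by added potassium and thallium sulfate stimulus; B-score of peak minus minimum fluorescence over baseline after thallium stimulus; more negative B-score means stronger Kir2.1 block with less thallium influx; some compounds called inactive have numbers as strong as hits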
Target sequence (P35561 whole entry, looked up): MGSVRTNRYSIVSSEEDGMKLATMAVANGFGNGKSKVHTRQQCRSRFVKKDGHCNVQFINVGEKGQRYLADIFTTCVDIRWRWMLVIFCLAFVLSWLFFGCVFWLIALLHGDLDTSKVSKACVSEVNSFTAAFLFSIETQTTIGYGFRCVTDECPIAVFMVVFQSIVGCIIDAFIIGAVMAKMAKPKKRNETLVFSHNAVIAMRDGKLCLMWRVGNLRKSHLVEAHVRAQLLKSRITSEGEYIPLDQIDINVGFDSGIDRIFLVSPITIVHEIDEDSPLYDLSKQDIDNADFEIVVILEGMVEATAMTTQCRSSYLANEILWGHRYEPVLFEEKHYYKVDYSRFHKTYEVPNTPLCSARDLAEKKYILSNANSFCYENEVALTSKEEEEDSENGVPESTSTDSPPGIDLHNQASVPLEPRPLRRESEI
STK33 inh: human STK33 kinase inhibition | Q9BYT3 | purified STK33, MBP phosphorylation, ADP-Glo luminescence | inhibition, % at 10 µM | 320,000 tested, 0.073% active | AID 2661;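 active means inhibition at or above 25%, using the most active replicate where run in duplicate; inactive means inhibition below 25%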
Target sequence (Q9BYT3 whole entry, looked up): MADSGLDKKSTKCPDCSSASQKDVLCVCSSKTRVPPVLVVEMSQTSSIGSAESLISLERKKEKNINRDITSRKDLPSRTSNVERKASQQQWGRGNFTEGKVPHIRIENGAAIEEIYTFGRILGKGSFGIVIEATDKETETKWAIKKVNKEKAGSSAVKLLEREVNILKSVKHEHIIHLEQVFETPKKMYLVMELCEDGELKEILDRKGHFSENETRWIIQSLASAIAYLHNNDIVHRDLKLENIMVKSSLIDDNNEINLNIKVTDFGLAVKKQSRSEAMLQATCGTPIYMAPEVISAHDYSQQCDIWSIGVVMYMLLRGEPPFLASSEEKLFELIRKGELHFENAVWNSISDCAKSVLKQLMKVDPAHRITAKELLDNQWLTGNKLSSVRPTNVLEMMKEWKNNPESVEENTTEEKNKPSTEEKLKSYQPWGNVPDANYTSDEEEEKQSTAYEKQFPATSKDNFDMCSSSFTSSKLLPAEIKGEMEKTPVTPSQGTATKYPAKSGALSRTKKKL
KCNQ2 inh: KCNQ2 potassium channel inhibitors, primary screen, cell-based, CHO-K1, FluxOR thallium flux, B-score (AID 2156) | 20 min; stronger effect = lower value | B-score at 10 µM | 310,000 tested, 1.1% active;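 active means fluorescence ratio B-score at most minus 3 library SDs, with starting brightness B-score within 2 library SDs, cut at about -5.5 in these data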
* marks the source's active call; other numbers are inactive results; i = inactive; x = no result given.

molecule,KCNQ2 inh,STK33 inh,Kir21 block
COC(=O)CCCC1=CC2=C(c3ccccc3)C(=O)C(C)(OC(=O)C3CCCC3)C(=O)C2=CN1c1ccccc1 (stereo not given),i,-0.2,-0.52
O=C(CNc1cccc(S(=O)(=O)N2CCOCC2)c1)Nc1ccccc1F,i,-3.0,-1.7
CCOC(=O)C1(Cc2cccc(OC)c2)CCN(Cc2cc(OC)ccc2OC)CC1,i,0.0,-3
CN(C)c1ccc(N2C(=NC(=O)COc3ccccc3)SC3CS(=O)(=O)CC32)cc1 (stereo not given),i,-0.4,-0.64
O=C(NCCO)c1scc2c1OCCO2,i,-3.4,-1.9
Cc1nn(C)cc1/C=N/NC(=O)C(C)(C)Oc1ccc(Cl)cc1,i,-1.1,-2.1
O=C(O)Cn1nnc(-c2ccc(OCc3ccccc3)cc2)n1,i,-0.9,1.4
O=C(COC(=O)c1cnc(Cl)c(Cl)c1)Nc1ccc(S(=O)(=O)N2CCCC2)cc1,i,-0.7,1.7
COc1ccc(/C=C/C(=O)NNc2cc(=O)n(C)c(=O)n2C)cc1OC,i,0.6,-0.42
COc1ccc2[nH]c3c(c2c1)CCC/C3=N\N,i,1.0,0.89
CCN(CC(=O)NC1CCS(=O)(=O)C1)S(=O)(=O)c1ccc(Cl)cc1C(F)(F)F (stereo not given),i,-1.1,0.01
Cc1cc(NC(=O)CCC(=O)N(c2ccccc2)C(C(=O)NC2CCCCC2)c2cccs2)no1 (stereo not given),i,-0.7,0.42
COc1ccc(C(=O)c2sc(Nc3ccccc3)c(C(=O)Nc3ccc(OC)c(OC)c3)c2N)cc1,i,0.1,-0.02
COc1ccc(NC(=O)CS(=O)CC(=O)Nc2ccc(F)cc2F)cc1 (stereo not given),i,4.5,-1.7
COc1ccc(-c2nc(CS(=O)(=O)CC(=O)NCCCN3CCN(C)CC3)c(C)o2)cc1,i,-0.7,-0.02
O=C(COC(=O)c1ccccc1)Nc1ccccc1Br,i,-0.2,0.12
COc1ccccc1C/C(N)=N/OC(=O)c1cccs1,i,0.2,-2.4
CON/C=C(\C=Nc1ccc(Cl)cc1)c1ncc(C(F)(F)F)cc1Cl,i,-0.7,-0.02
COc1cc(OC)c(C(=O)O/N=C(\N)c2cccc(C)c2)cc1OC,i,0.2,2
COc1ccc(-n2ncc3c(NCCCn4ccnc4)ncnc32)cc1,i,-0.4,-1.4
O=C(NCCN1CCOCC1)c1cc([N+](=O)[O-])ccc1Cl,i,-0.2,0.11
Cc1ccc(C)c(Nc2ccc3nonc3c2[N+](=O)[O-])c1,i,-0.7,-0.56
O=C(CSc1nnc(-c2cccnc2)n1-c1ccccc1)Nc1ccc2c(c1)OCO2,i,0.3,-0.17
CCOc1ccccc1CNC(=O)CCn1ccc2cc(S(=O)(=O)N3CCCCC3)ccc21,i,-0.1,-0.22
O=C(CS(=O)(=O)Cc1ccccc1)NCC1CCCO1 (stereo not given),i,-0.3,-1.1
CNC(=O)NC(=O)C(C)OC(=O)c1c2c(nc3ccccc13)/C(=C/c1cccs1)CC2 (stereo not given),i,x,1.1
COC(CNC(=O)C(=O)Nc1cc2c3c(c1)CCN3C(=O)CC2)OC,i,-1.1,-0.94
O=C(O)COc1ccc(/C=N/NC(=O)/C(=C/C=C/c2ccccc2)NC(=O)c2ccccc2)cc1,i,-2.8,-0.04
O=C(OCc1ccccc1)C1=NNC2C(=O)N(Cc3ccccc3)C(=O)C12 (stereo not given),i,-0.6,0.59
CC(C)Cn1c(=O)oc2ccccc21,i,-0.5,0.29
Cc1cc(NC(=O)CSc2nc3c(cc2C#N)CCCC3)no1,i,0.8,-0.55
O=C(NCc1ccccc1F)C1CC(=O)N(c2ccc3c(c2)OCCO3)C1 (stereo not given),i,0.7,-0.41
Cc1ccc(C(c2nnnn2C2CCCCC2)N(C)C2CCCCC2)cc1 (stereo not given),-8.3*,-1.1,-0.01
O=C(NCc1ccc2c(c1)OCO2)c1nc(Cn2cc(Br)cn2)no1,i,-0.7,1.6
COCc1nc2ccccc2n1Cc1cccc(C)c1,i,-1.9,-0.4
CN(Cc1ccccc1)C(=O)c1ccc2c(c1)NC(=O)C(N1CCOCC1)S2 (stereo not given),i,x,-0.41
C=CCn1nc(-c2ccccc2)cc1C(=O)OCC,i,-0.1,0.06
COc1ccc(CNn2cnnc2)c(O)c1,i,-1.2,-0.52
O=C(O)CCCCCNS(=O)(=O)c1cccc2nsnc12,i,-0.8,0.42
Cc1cccn2c(=O)c(/C=C(\C#N)C(=O)NCc3ccco3)c(N3CCOCC3)nc12,i,-2.2,-0.36
O=C(N/N=C/c1c[nH]c2ccccc12)C1CC1(c1ccccc1)c1ccccc1 (stereo not given),i,-0.9,3.6
CC1Cc2cc(S(=O)(=O)CCC(=O)N3CCN(c4ccccc4)CC3)ccc2N1C(=O)C1CC1 (stereo not given),i,-2.7,-1.1
COc1cccc(OC)c1NC(=O)C1CCCN1C(=O)Nc1ccccc1F (stereo not given),i,x,1.1
COc1ccc(NC(=O)CSc2nnc(CN3CCOCC3)n2C)cc1Cl,i,0.5,-0.44
Cc1ccc(CNC(=O)c2ccccc2NS(=O)(=O)c2ccc(Cl)nc2)cc1,i,-1.9,-1.2
COc1ccc(C)cc1Nc1n[n+](-c2ccccc2)c(-c2ccc(SC)cc2)s1,i,2.2,-0.63
CCOC(=O)c1ccc(NC(=O)Cn2c(C)nc3c(sc(=S)n3CC)c2=O)cc1,i,-1.3,0.29
COC(=O)/C(=C1/Oc2cc(C)oc(=O)c2S1)C(F)(F)F,i,0.3,0.94
CCc1c(C#N)c(SCCC(=O)Nc2ccc(OC)cc2)nc2c1C(=O)CC(C)(C)C2,i,-2.2,0.27
O=C(COc1ccc(Br)cc1)Nc1ccc(Cc2ccncc2)cc1,i,-0.1,0.69

Carrying on:
molecule,KCNQ2 inh,STK33 inh,Kir21 block
CCn1ncc(Br)c1C(=O)N(C)C12CC3CC(CC(C3)C1)C2,i,2.1,-2.5
CC(C)c1c(C(=O)N/N=C/c2cccc(OCc3ccc(F)cc3)c2)nnn1-c1nonc1N,i,-1.2,0.88
NC(=O)CC(NC(=O)Cc1cccc2ccccc12)c1ccc(NCCN2CCCC2)c([N+](=O)[O-])c1 (stereo not given),i,0.0,-0.65
O=C(O)CCCn1ccc2cc(S(=O)(=O)N3CCCC3)ccc21,i,-0.5,-0.26
Cc1noc2ncnc(Sc3ccc(Br)cc3)c12,i,-1.4,0.35
Cc1ccc(CNC(=O)C2CCCN2C(=O)Nc2ccc(C)cc2)cc1 (stereo not given),i,0.4,-0.53
COc1ccc(Cn2c(=N)c(C(=O)NCC3CCCO3)cc3c(=O)n4ccccc4nc32)cc1 (stereo not given),i,-0.3,0.95
CCN(Cc1ccccc1)C(=S)Nc1cc(C(=O)OC)ccc1C(=O)OC,i,-0.9,-0.71
CCC(C)(C)n1nnnc1C(c1ccc(C)cc1)N1CCN(C(=O)c2ccco2)CC1 (stereo not given),i,-1.4,1.1
O=[N+]([O-])c1cccc(C2=NCCC(c3ccccc3)O2)c1 (stereo not given),i,-2.0,-0.07

Brought forward from above: 5 entries; new compounds follow.
molecule,KCNQ2 inh,STK33 inh,Kir21 block
Cc1ccc(CNC(=O)C2CCCN2C(=O)Nc2ccc(C)cc2)cc1 (stereo not given),i,0.4,-0.53
COc1ccc(Cn2c(=N)c(C(=O)NCC3CCCO3)cc3c(=O)n4ccccc4nc32)cc1 (stereo not given),i,-0.3,0.95
CCN(Cc1ccccc1)C(=S)Nc1cc(C(=O)OC)ccc1C(=O)OC,i,-0.9,-0.71
CCC(C)(C)n1nnnc1C(c1ccc(C)cc1)N1CCN(C(=O)c2ccco2)CC1 (stereo not given),i,-1.4,1.1
O=[N+]([O-])c1cccc(C2=NCCC(c3ccccc3)O2)c1 (stereo not given),i,-2.0,-0.07
COc1ccc(-c2ccc(SCC(=O)N3c4ccccc4CC3C)nn2)cc1OC (stereo not given),i,0.9,-0.42
FC(F)(F)c1cccc(N2CCN(Cc3ccoc3)CC2)c1,i,-0.9,-0.89
NC(=O)C[n+]1cccc(/C=N/O)c1,i,-2.3,-0.01
Cc1ccc(C2=CC(c3ccccc3)n3ncnc3N2)c(C)c1 (stereo not given),i,0.6,-0.05
COc1ccc(NC(=O)CCCNS(=O)(=O)c2cccs2)cc1,i,-1.0,-0.58
O=C(c1ccco1)N1CCN(CCOc2ccccc2)CC1,i,1.5,-0.02
CCSc1nc2sc3c(c2c(=O)n1-c1ccccc1)CCN(C(C)C)C3,i,-1.0,-0.99
COC(=O)N/N=C1\CCCc2c(C)cc(C)cc21,i,-1.5,-0.05
O=C(COC(=O)CCC(=O)Nc1nccs1)NCc1ccco1,i,-1.4,0.38
COc1ccc(-n2c(=O)c3ccccc3n(CC(=O)Nc3ccccc3OC)c2=O)cc1,i,-0.6,0.57
COc1ccc(F)c(C2C(C#N)=C(N)Oc3n[nH]c(C(C)(C)C)c32)c1 (stereo not given),i,-2.0,1.7
O=C(OCC(=O)N1CCCCCC1)c1cccs1,i,0.3,0.07
Cc1[nH]c(=O)[nH]c(=O)c1/C=N/NC(=O)[C@H](CC(C)C)NC(=O)OC(C)(C)C,i,0.0,0.78
COc1ccc(C2CC(c3cccs3)=NN2C(=O)CSc2nncn2C)cc1OC (stereo not given),i,0.0,-0.43
CC1(C)Oc2ccc3ccc(=O)oc3c2CC1O (stereo not given),i,-1.1,0.62
Cc1onc(-c2c(F)cccc2Cl)c1C(=O)OCC(=O)NC(=O)NCC(C)C,i,0.7,-0.08
COCCn1c(Cc2cccn2C)nnc1SCC(=O)Nc1nccs1,i,-0.9,-0.06
CCCn1c(C(O)c2ccc3c(c2)OCO3)nc2ccccc21 (stereo not given),i,-0.6,-1.5
COc1cc(OC)cc(-c2cc(N)n(S(=O)(=O)Cc3ccccc3)n2)c1,i,-1.0,1.4
O=C(Nc1ccccn1)c1ccc2nc(-c3ccccc3)c(-c3ccccc3)nc2c1,i,-1.5,0.86
CCOc1ccc(NC(=O)CN(C)S(=O)(=O)c2ccc3c(c2)CCC(=O)N3)cc1,i,-2.2,2.8
O=C(CSc1ncnc2ccccc12)Nc1cccc(S(=O)(=O)N2CCCC2)c1,i,4.3,0.38
CC(Oc1ccc(Cl)cc1Cl)c1nc(-c2ccc(NC(=O)c3ccco3)cc2)no1 (stereo not given),i,1.0,1.5
Fc1ccc(-c2cc(C(F)(F)F)nc(-n3cncn3)n2)cc1,i,-0.6,1.7
COc1ccc(NC(=O)C2CCN(S(=O)(=O)c3c(C)noc3/C=C/N(C)C)CC2)cc1,i,-0.8,-0.08
CCN(CC)S(=O)(=O)c1cc(C(=O)O)c(Cl)cc1Cl,i,-0.9,0.48
O=C1N(Cc2cccc(Cl)c2)C[C@@H]2C[C@@H](c3cccn3-c3nccs3)N3CCC[C@@]123,i,-0.8,-0.27
O=C(Nc1ccccc1Cl)c1cc2ccccc2o/c1=N\O,-5.6*,0.7,1.3
Cc1ccc(Cn2c([N+](=O)[O-])cnc2C)cc1,i,x,-2.1
O=[N+]([O-])c1ccc(O)c2cccnc12,i,1.5,1.1
O=C(Nc1ccc(S(=O)(=O)N2CCc3ccccc32)cc1)c1ccco1,i,0.7,0.09
CC(=O)N1CCOc2ccc(S(=O)(=O)N3CCC(C)CC3)cc21,i,-1.2,-0.39
COc1ccccc1C1CCN(Cc2cccc3ccccc23)CC1,i,0.2,0.84
CCN(CC(=O)Nc1ccccc1C(F)(F)F)C(=O)c1oc2c(Cl)cccc2c1C,-6.8*,1.2,-0.85
CCC(CC)C(=O)NCCc1cc2ccc(OC)cc2[nH]c1=O,i,0.5,0.56
COc1ccc(N/C=C2/CCCCC2=O)cc1,i,-0.2,1.2
O=C(COC(=O)CCc1c[nH]c(=O)[nH]1)Nc1ccccc1,i,-2.4,-0.04
C#CCOCCOCCOCCNc1nc(N2CCOCC2)nc(N2CCN(C(=O)Cn3cc(CCCN=C(N)N)nn3)CC2)n1,i,0.7,-0.63
CCN(CC(=O)Nc1ccc(NC(C)=O)cc1)C(=O)c1cccnc1Sc1ccc(C)c(C)c1,i,0.7,0.23
CCn1c(CS(=O)Cc2ccc(Cl)cc2Cl)nnc1SCc1c(Cl)cccc1Cl (stereo not given),i,0.5,-0.17
Cc1nn(-c2ccccn2)c2c1C(=O)CC(C)(C)C2Br (stereo not given),i,0.5,1.6
CCOc1ccccc1NC(=O)COC(=O)C(CC(C)C)N1C(=O)C2CC=CCC2C1=O (stereo not given),i,-0.8,-0.22
Cc1c(NS(=O)(=O)c2cc(C(=O)O)ccc2Cl)c(=O)n(-c2ccccc2)n1C,i,-1.1,0.58
COc1ccc2oc(C(=O)N3CCCc4ccccc43)c(C)c2c1,i,-2.2,-0.33
CC(C)Cc1csc(NC(=O)c2ccc(Cl)cc2)c1C(=O)O,i,-2.7,-0.11
O=C(Nc1nc2cc3c(cc2s1)OCCO3)C1=COCCO1,i,4.9,-0.62
